HSF1 activator = increases HSF-1 driven luciferase reporter signal. activation, % at 9 µM. NIH3T3-HGL HSF-1 luciferase reporter, MG132, 8 h; 100% = twice DMSO control signal. 300,000 compounds, 1.7% hits;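 active = mean replicate activation of at least 50% with a set share of replicates each reaching 50%; inconclusive = only one of those two conditions met; inactive = mean below 50% and too few replicates reaching it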;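 note: 0% = median of the neutral control wells and 100% = twice that signal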
GSK3A inh = blocks human GSK-3 alpha kinase; P49840; ADP-Glo luminescence, 60 min; inhibition, % at 10 µM; 320,000 compounds, 0.1% hits; AID 2650;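 in the data active = inhibition above about 50%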;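 note: GST-tagged GSK-3 alpha with peptide substrate and 25 µM ATP; 0% = DMSO neutral wells and 100% = GW8510 positive control wells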
Target sequence (P49840 whole entry, looked up): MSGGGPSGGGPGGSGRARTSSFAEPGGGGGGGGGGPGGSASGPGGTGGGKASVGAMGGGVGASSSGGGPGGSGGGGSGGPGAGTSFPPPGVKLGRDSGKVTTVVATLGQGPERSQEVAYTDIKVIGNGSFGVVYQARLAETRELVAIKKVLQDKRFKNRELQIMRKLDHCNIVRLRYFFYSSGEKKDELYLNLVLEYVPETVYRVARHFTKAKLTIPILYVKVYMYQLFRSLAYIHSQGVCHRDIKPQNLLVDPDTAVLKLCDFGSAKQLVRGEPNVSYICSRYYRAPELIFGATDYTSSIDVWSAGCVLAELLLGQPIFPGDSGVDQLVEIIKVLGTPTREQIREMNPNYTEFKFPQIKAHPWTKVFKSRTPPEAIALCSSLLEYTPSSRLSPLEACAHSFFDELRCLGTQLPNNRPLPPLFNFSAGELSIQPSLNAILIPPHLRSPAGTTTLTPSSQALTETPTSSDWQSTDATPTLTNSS
KLF5 inh = suppresses KLF5 promoter-driven expression | inhibition, % at 5 µM | 290,000 compounds, 0.23% hits | DLD-1 KLF5 promoter-luciferase reporter, luminescence;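 active = inhibition above a per-plate limit of that plate's mean compound inhibition plus 3 SD, cut at about 60% in these data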;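 note: 0% = DMSO wells and 100% = LY294002 at 200 µM; higher means less KLF5 promoter-driven luciferase light; inactives centre near -14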
HIF act = HIF pathway transcriptional activation; U2OS HRE-luciferase reporter, luminescence; normalized: DMSO 0%, desferrioxamine 100%; activation, % at 7.5 µM (by protocol); 300,000 compounds, 0.32% hits; AID 1910;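 active = mean activation of at least 10% of the iron chelator positive control signal, with at least half of replicates also reaching 10%; inconclusive = mean and replicate majority disagree about reaching 10%; inactive = mean and most replicates under 10%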
IEC-6 tox = IEC-6 cytotoxicity, counter-screen for KLF5 inhibitors | luminescence viability | inhibition, % at 5 µM | 290,000 compounds, 0.78% hits; in the data active = inhibition above about 22%;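 note: 0% = plate median of test compound wells and 100% = cytotoxic reference compound wells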
HSF1 inhib = HSF1 inhibition; 300,000 compounds, 0.77% hits; activity change, negative = inhibition, % at 7.5 µM (by protocol); NIH3T3-HGL HSE-luciferase, MG132-induced, luminescence 8 h; stronger effect = lower value;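 active = more than half of replicate wells show activity change below -50%, luminescence cut by over half; inconclusive = some wells, but at most half, below -50%; inactive = no replicate well below -50%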;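 note: luciferase reports HSF-1 transcriptional activity via heat shock element; 0% = median of DMSO wells and -100% = zero luminescence signal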
aSyn UTR inh = 5' untranslated region of α-synuclein, MLPCN primary screen | AID 1813 | alpha-synuclein 5'UTR reporter, inhibitor activity | 300,000 compounds, 0.82% hits | inhibition, % (tested at 7.5 µM); in the data active = inhibition above about 60%; inconclusive = no clear call, values can overlap the other calls;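 note: H4 neuroglioblastoma cells stably carrying SNCA 5'UTR luciferase fusion; 0% = DMSO wells and 100% = positive control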
AI-2 QS mod = modulators of Vibrio harveyi AI-2 quorum sensing system | 300,000 compounds, 0.4% hits | AID 2094 | activity change, % at 7.5 µM | Vibrio harveyi JMH597 AI-2 luminescence/OD600 ratio, 9 h; stronger effect = lower value; strain lacks LuxN and CqsS sensors; 0 = neutral-control median; in the data active = activity change below about -75%, passing the limit was not always enough; inconclusive = no clear call, values can overlap the other calls;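 note: luminescence divided by OD600 gain over 9 h not by final OD600 alone; inactives centre near 13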
HSP90 refold inh = blocks HSP90-mediated luciferase refolding in reticulocyte lysate | AID 1789 | inhibition, % at 5.6 µM | 290,000 compounds, 0.91% hits | Rabbit reticulocyte lysate, luciferase refolding luminescence, 3 h;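 active = inhibition above the screen-wide mean plus 3 SD, computed separately per campaign, cut at about 16% in these data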;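 note: 0% = DMSO wells and 100% = 60 µM geldanamycin wells; inhibitors lower the luminescence because luciferase stays unfolded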
GSK3B inh = human GSK3beta kinase inhibition | 300,000 compounds, 0.038% hits | GST-GSK3beta kinase, ADP-Glo luminescence, 60 min; stronger effect = lower value | activity score (negative = inhibition), % at 10 µM;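 active = more than half of replicate wells score below -50%, meaning over 50% inhibition versus plate controls; inconclusive = some replicates but at most half score below -50%; inactive = no replicate scores below -50%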;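 note: 0% = median DMSO wells and -100% = median GW8510 positive control wells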
Target sequence (P49841 whole entry, looked up): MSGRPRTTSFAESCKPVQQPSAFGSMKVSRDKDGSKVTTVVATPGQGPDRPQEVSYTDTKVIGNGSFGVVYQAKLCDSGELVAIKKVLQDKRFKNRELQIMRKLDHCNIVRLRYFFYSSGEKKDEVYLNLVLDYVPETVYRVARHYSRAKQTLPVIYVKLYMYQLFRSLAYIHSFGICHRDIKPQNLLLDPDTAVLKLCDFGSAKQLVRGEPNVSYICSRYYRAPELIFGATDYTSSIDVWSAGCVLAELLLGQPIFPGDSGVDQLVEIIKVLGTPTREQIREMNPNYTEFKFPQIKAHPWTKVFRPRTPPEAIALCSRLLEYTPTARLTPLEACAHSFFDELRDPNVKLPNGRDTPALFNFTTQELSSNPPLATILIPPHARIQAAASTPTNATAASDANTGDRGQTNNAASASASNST
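Test system – GST-tagged human GSK3beta kinase, cell-free · Incubation – 60 min enzyme reaction, room temperature · Signal – ADP-Glo luminescence · Also added – peptide substrate and ATP at 25 µM · Controls – DMSO neutral wells and GW8510 at 20 µM as positive · Buffer or medium – Tris/MgCl2 kinase buffer · Measure – Luminescence-derived activity versus plate DMSO and GW8510 wells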
An asterisk follows results filed as active; ? = inconclusive; nt = no result given.

SMILES	HSF1 activator	GSK3A inh	KLF5 inh	HIF act	IEC-6 tox	HSF1 inhib	aSyn UTR inh	AI-2 QS mod	HSP90 refold inh	GSK3B inh
O=S(=O)(NC1CCCCCC1)c1ccc(Br)s1	-36	-1	-10	-8.4	-2	-30	21	1	-3	1
Cc1occc1C(=O)Nc1cccc(C(=O)O)c1	-10	-3	-59	0.4	3	-3	-85	29	13	1
Cc1cc(NC(=O)c2cccc(S(=O)(=O)N3CCCCCC3)c2)n(-c2ccccn2)n1	-25	-3	-8	-0.6	-2	-9	13	1	1	0
CCOC(=O)[C@@H]1[C@H]2COc3cc(OC)ccc3[C@@H]2N2C(=O)N(c3cccc(F)c3)C(=O)[C@]12C	-5	-2	1	2.0	3	2	17	20	-5	2
O=C(c1ccco1)N1CCCN(Cc2nc(Cc3ccccc3)no2)CC1	nt	0	-10	nt	7	nt	-4	17	-1	-2
O=C(N/N=C/c1ccc2c(c1)OCO2)c1ccc(COc2cccc3cccnc23)cc1	13	-1	21	2.5	3	7	-40	13	5	0
O=C(CCCCC(=O)Nc1ccccc1)Nc1ccccc1	-8	2	-18	0.9	5	-12	1	2	-3	1
CCOC(=O)Cn1c2ccccc2n2nc(CCC(=O)O)c(=O)nc12	-6	1	-19	0.1	1	8	-22	11	6	-7
COC(=O)c1sccc1NC(=O)Nc1cccc(C)c1C	nt	nt	-36	nt	5	nt	nt	3	-2	1
O=C(Nc1ccc(S(=O)(=O)N2CCOCC2)cc1)c1ccc(Cl)s1	-1	-1	-13	-0.7	2	0	3	-4	3	-1
CCOC(=O)CN(C(=O)COc1ccc2c(C)cc(=O)oc2c1)c1ccc(OCC)cc1	-24	-3	-15	0.1	0	-1	2	8	-2	5
CCOc1ccc(N=C2NC(=O)/C(=C/C(=O)OC)S2)cc1	6	-1	10	-0.6	-10	-2	6	17	0	-2
Cc1ccc(C)c(NC(=O)CN(C)C(=O)c2cccc(S(=O)(=O)N3CCN(Cc4ccccc4)CC3)c2)c1	9	2	-18	-0.1	1	-2	10	18	-3	1
O=C(c1ccc2nc3ccc(Cl)cc3c(=O)n2c1)N1CCOCC1	12	1	6	0.6	-2	0	-33	14	4	3
Cc1cc(C)cc(N(CC(=O)Nc2ccc(-c3nc4ccc(C)cc4s3)cc2)S(C)(=O)=O)c1	19	-1	-46	2.8	-5	-5	-100	16	0	6
CCN(C(=O)CSc1nnc(-c2cccs2)n1CC)C1CCS(=O)(=O)C1 (centres undefined)	12	0	-17	-0.1	-4	-3	13	15	-6	1
O=C(NCCCCc1ccccc1)c1ccccc1F	16	5	-8	2.5	4	11	-19	-42	-3	2
CCc1ccc(Oc2cc(C)nc(N)n2)cc1	29	-3	-113	3.2	-3	18	-92	15	-3	2
COc1ccc(C(=O)NC2CCCc3c2cnn3-c2ccccc2F)o1 (centres undefined)	-23	-1	7	-0.7	0	-1	51	-1	-2	4
CS(=O)(=O)Nc1cccc(C(=O)CC2(O)C(=O)Nc3ccccc32)c1 (centres undefined)	-4	-2	-32	0.0	3	-6	-9	22	-2	6
Cc1ccccc1NC(=O)CN1C(=O)COc2ccc(S(=O)(=O)N3CCCC3)cc21	-3	-3	1	-0.1	-3	-7	12	12	-4	2
COc1cccc2[nH]c3c(N4CC(C)CC(C)C4)ncnc3c12 (centres undefined)	20	nt	6	0.0	2	6	-9	10	-1	1
O=S(=O)(c1ccccc1Br)N1CCN(c2ncccn2)CC1	12	1	-15	-0.3	12	1	-8	-3	-5	-3
Cc1ccc(N2C(=O)C3C4C=CC(CNC(=S)N5CCN(c6ccccn6)CC5)(O4)C3C2=O)cc1 (centres undefined)	29	-3	-33	0.1	-1	16	6	59	3	-1
CCc1ccccc1NC(=O)NCc1ccccn1	27	0	-5	0.3	2	-4	-2	12	1	-1

Entries of single compounds as entered above. Screens in order: HSF1 activator | GSK3A inh | KLF5 inh | HIF act | IEC-6 tox | HSF1 inhib | aSyn UTR inh | AI-2 QS mod | HSP90 refold inh | GSK3B inh
`Cc1ccc(N2C(=O)C3C4C=CC(CNC(=S)N5CCN(c6ccccn6)CC5)(O4)C3C2=O)cc1` (centres undefined) across the screens: 29 | -3 | -33 | 0.1 | -1 | 16 | 6 | 59 | 3 | -1
`Cc1ccccc1NC(=O)CN1C(=O)COc2ccc(S(=O)(=O)N3CCCC3)cc21` across the screens: -3 | -3 | 1 | -0.1 | -3 | -7 | 12 | 12 | -4 | 2

Structures listed so far containing two or more sulfur atoms, in the order listed:
SMILES	HSF1 activator	GSK3A inh	KLF5 inh	HIF act	IEC-6 tox	HSF1 inhib	aSyn UTR inh	AI-2 QS mod	HSP90 refold inh	GSK3B inh
O=S(=O)(NC1CCCCCC1)c1ccc(Br)s1	-36	-1	-10	-8.4	-2	-30	21	1	-3	1
O=C(Nc1ccc(S(=O)(=O)N2CCOCC2)cc1)c1ccc(Cl)s1	-1	-1	-13	-0.7	2	0	3	-4	3	-1
Cc1cc(C)cc(N(CC(=O)Nc2ccc(-c3nc4ccc(C)cc4s3)cc2)S(C)(=O)=O)c1	19	-1	-46	2.8	-5	-5	-100	16	0	6
CCN(C(=O)CSc1nnc(-c2cccs2)n1CC)C1CCS(=O)(=O)C1 (centres undefined)	12	0	-17	-0.1	-4	-3	13	15	-6	1

New compounds follow:
SMILES	HSF1 activator	GSK3A inh	KLF5 inh	HIF act	IEC-6 tox	HSF1 inhib	aSyn UTR inh	AI-2 QS mod	HSP90 refold inh	GSK3B inh
CN(C)c1ccc(/C=N/NC(=O)COc2ccccc2)cc1	7	-4	-39	1.2	-2	4	-32	20	1	3
O=C(C1=COCCO1)N1CCN(C(c2ccccc2)c2ccccc2)CC1	2	4	13	-0.3	3	0	6	5	3	-1
CC(=O)C1=C(O)C(=O)N(C2CCCCC2)C1c1ccccc1 (centres undefined)	-2	-2	4	0.1	-2	-3	14	2	-2	0
CCC12CCCN3CCC4(C(=C(C(=O)OC)C1)Nc1ccccc14)C32 (centres undefined)	11	nt	-37	-0.4	1	0	-6	10	3	2
CC(=O)Nc1ncc(Cc2cc(Cl)ccc2Cl)s1	38	-3	-14	-0.2	16	16	9	15	0	4
CSc1ccc(/C=N/N2CCN(Cc3ccccc3Cl)CC2)cc1	17	-2	-21	0.0	-1	1	-16	15	-2	-1
COc1ccccc1NC(=O)C(Sc1ccccc1)c1ccccc1 (centres undefined)	12	-6	2	-0.3	-4	-3	21	9	13	1
CN(C)c1ncc(S(=O)(=O)c2ccc(Cl)cc2)c(-c2ccccc2)n1	28	2	-10	-1.4	0	2	23	24	-1	1
CCOc1ccc(NC(=O)c2ccc(NCC(=O)N3CCCCCC3)cc2)cc1	-13	-1	-28	0.2	0	8	27	14	2	3
C/C(=N\O)c1ccn(S(=O)(=O)c2ccc(Cl)cc2)c1	-4	2	-17	-0.1	-7	0	-11	10	3	1
Cc1ccc2c(c1)[nH]c1c(=O)n(CCCN3CCOCC3)cnc12	7	0	-33	0.8	-6	1	-38	13	0	-7
COc1ccc2c3c(c(=O)oc2c1OCC(N)=O)CCCC3	16	4	-6	-0.4	-1	2	27	4	1	1
CC(C#N)Sc1nnc(-c2ccccc2F)n1C1CC1 (centres undefined)	-2	-5	-37	0.0	0	-8	28	46	-1	1
O=C(CCl)NC(Cc1c[nH]c2ccc(OCc3ccccc3)cc12)C(=O)O (centres undefined)	31	2	-15	-0.8	1	6	-8	2	4	0
CC(=O)Oc1ccc2c(c1)OC(c1ccccc1)CC21CC(C)(C)NC(=S)N1 (centres undefined)	-8	-2	-22	-0.3	5	1	13	5	3	0
COc1ccc(Br)cc1S(=O)(=O)N1CCN=C1C	0	0	-8	0.1	-4	0	17	8	0	-1
COc1cc(/C=C2\C(=O)ON=C2c2ccccc2)cc(Cl)c1O	3	-2	-18	0.7	-6	-2	5	37	-4	-1
Cc1ccccc1CSc1nc2n(n1)C(c1cccs1)C1=C(CCCC1=O)N2 (centres undefined)	-4	-2	-8	-0.8	1	-5	28	16	7	2
COCCC(=O)N1CCC(Oc2ccc(C(=O)N(C)Cc3cc(C)no3)cc2)CC1	-1	-4	-27	-0.5	-4	-6	5	31	-6	4
Cc1nnsc1C(=O)N1CCCC(Nc2ccc(F)c(F)c2)C1 (centres undefined)	10	-3	-26	0.2	-1	6	10	34	-1	2
C=CSc1sc(Cl)c(N2CCOCC2)c1[N+](=O)[O-]	3	2	-27	0.0	-10	8	-6	-11	1	0
c1ccc(CSc2ncnc3ccccc23)cc1	0	1	-31	0.4	-3	-11	-9	?	1	1
CC(=O)c1cccc(S(=O)(=O)N2CCCC(c3nc4c(nnn4Cc4cccc(Cl)c4)c(=O)[nH]3)C2)c1 (centres undefined)	15	1	-9	-0.9	-6	9	15	40	10	-3
O=c1cc(O)c(-c2ccccc2)c(Cl)[nH]1	-3	-5	-19	1.7	-4	4	-2	14	-3	1
C=CCn1c(SCC(=O)Nc2nnc(CC)s2)nnc1-c1ccncc1	-9	0	-10	0.1	-4	-7	0	3	-1	4
(next part)
SMILES	HSF1 activator	GSK3A inh	KLF5 inh	HIF act	IEC-6 tox	HSF1 inhib	aSyn UTR inh	AI-2 QS mod	HSP90 refold inh	GSK3B inh
Nc1c(C(=O)c2ccc(Br)s2)oc2ccccc12	25	3	-43	4.2	1	11	-149	34	-1	-1
Cc1ccc(NS(=O)(=O)c2ccc3c(c2)NC(=O)CCS3)cc1C	-9	-1	10	-0.6	1	-2	9	15	-2	2
Oc1c(Cl)cc(Cl)cc1C=Nc1cc(C(F)(F)F)ccc1N1CCc2ccccc2C1	70*	0	-136	3.2	8	37	-98	15	14	1
O=S(=O)(Nc1ncccn1)c1ccc(NC(=S)NCc2ccco2)cc1	-25	-4	-4	0.0	-3	-9	-2	-7	0	-1
CN(C)CC(O)COc1cc2ccccc2cc1C(=O)N1CCCCC1 (centres undefined)	-1	1	-26	-0.5	-1	-2	7	21	3	-1
COc1cccc(Cn2c(-c3cccs3)noc2=O)c1	3	0	3	0.0	0	3	1	21	4	-8

High-throughput results: PubChem, several laboratories
